Screening data from PubChem BioAssay.
FLuc modulator = inhibits or activates purified firefly luciferase, miR-21 counter-screen; P08659; purified FLuc, Km substrates, luminescence inhibition; Potency, µM (titrated, usually from 57.5 µM), without a hit: at the top dose activity change, negative = inhibition, hits mostly inhibitors; 6.9% of 360,000 active; AID 588342;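 further: plate controls were vehicle for no effect and reference inhibitor for full effect; nearly all actives have a fitted effect of over 55% in size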
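Biochemical qHTS of compounds, final roughly 60 µM downward over six points, against 10 nM purified firefly luciferase using Km concentrations of substrates (10 uM D-luciferin, 10 uM ATP) in Tris acetate pH 7.5 buffer; luminescence output.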
Gal4-VP16 FLuc = inhibits Gal4-VP16 luciferase reporter, ROR gamma counter-screen; Drosophila S2 Gal4-VP16 UAS-luciferase, luminescence, 20 h; Potency, µM (highest dose often 53.6 µM), inactives show at the highest dose activity, negative = inhibition, most hits filed as inhibitors; 3.5% of 310,000 active; AID 2546;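 further: Gal4-VP16 expression switched on by copper sulfate through the metallothionein promoter; on the % scale 0 is the no-effect control and ±100 the full control effect; nearly all actives have a fitted effect of over 50% in size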
RORgamma inh = inhibitors of mouse ROR gamma transcriptional activity. 5.4% of 310,000 active. Potency, µM (top dose mostly 53.6 µM), for the others: top-dose activity change, negative = inhibition, hits mostly inhibitors. Drosophila S2 Gal4-RORgamma UAS-luciferase reporter, 20 h. P51450; further: on the % scale 0 is the no-effect control and ±100 the full control effect; nearly all actives have a fitted effect of over 60% in size
Target sequence (P51450 whole entry, looked up, the tested form may be a part): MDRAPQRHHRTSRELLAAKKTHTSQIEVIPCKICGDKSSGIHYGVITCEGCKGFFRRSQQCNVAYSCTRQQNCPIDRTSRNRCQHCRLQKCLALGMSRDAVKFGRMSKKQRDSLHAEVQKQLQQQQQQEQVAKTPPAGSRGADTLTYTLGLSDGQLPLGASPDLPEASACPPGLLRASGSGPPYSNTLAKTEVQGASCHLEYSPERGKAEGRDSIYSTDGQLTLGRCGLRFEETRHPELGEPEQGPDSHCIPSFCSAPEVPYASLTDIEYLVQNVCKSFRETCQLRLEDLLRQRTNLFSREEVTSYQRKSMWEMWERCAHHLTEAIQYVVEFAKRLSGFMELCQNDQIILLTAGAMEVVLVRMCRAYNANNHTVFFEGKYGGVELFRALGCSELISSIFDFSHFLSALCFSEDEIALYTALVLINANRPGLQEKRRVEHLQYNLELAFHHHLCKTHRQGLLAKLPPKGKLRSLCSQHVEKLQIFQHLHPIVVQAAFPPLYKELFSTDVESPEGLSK
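ROR gamma transcriptional activity was tracked as Gal4-UAS luciferase output in stably transfected Drosophila Schneider cells, with compound added 1 hr before 700 uM copper sulfate induction and a 20 hr ambient-temperature incubation.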
BRCA1 expr act = increases BRCA1 expression; MCF7-BRCA1-FFLuc reporter, luminescence, 48 h; response scale: scaled: vehicle 0%, 10 µM genistein 100%; Potency, µM (titrated, usually from 46.1 µM), inactives show top-dose activation, usual class: activators; 1.1% of 380,000 active; AID 624202; further: nearly all actives have a fitted effect of over 80% in size; some results filed as inactive show a strong effect at the top dose
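Activators of BRCA1 expression were detected as increased firefly luciferase luminescence in engineered MCF7 cells after 48 h compound incubation. Signals were scaled to genistein 10 microM as full activation.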
Rab9 promoter act = Rab9 promoter activation. Huh7 Rab9 promoter-luciferase reporter, luminescence, 24 h. Potency, µM (highest dose often 9.22 µM), without a hit: top-dose activation, negative = inhibition, hits mostly activators. 2.8% of 320,000 active. AID 485297; further: % of control where 0% means no effect; nearly all actives have a fitted effect of over 60% in size
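Huh7 cells stably carrying a Rab9 promoter-luciferase reporter, 1500 cells per well in OP-MEM I with 10% FBS, treated with compound 24 hours at 37C. Luciferase activity read by luminescence after 10 minutes with Amplite reagent.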
ELG1 genotoxic = induces genotoxicity in HEK293T cells with luciferase-tagged ELG1; 1.3% of 330,000 active; Potency, µM (top dose mostly 46 µM), for the others: at the top dose activity change, positive = activation, hits mostly activators; AID 504466; HEK293T ELG1-luciferase reporter, luminescence, 16 h; further: % of control where 0% means no effect; nearly all actives have a fitted effect of over 60% in size
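HEK293T cells expressing luciferase-tagged ELG1 were exposed to compound or DMSO vehicle for 16 hr at 37 °C and 5% CO2. Luciferase activity was then measured with ONE-Glo after 30 min at room temperature.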
NPC1 prom act = NPC1 promoter activation; Huh7 NPC1 promoter luciferase reporter, 24 h; Potency, µM (doses to about 9.22 µM), for inactives: at the highest dose activation, most hits filed as activators; 2.4% of 320,000 active;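 further: % of control where 0% means no effect; nearly all actives have a fitted effect of over 60% in size; reporter is driven by a mutant NPC1 promoter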
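Luciferase expression driven by the NPC1 promoter was measured in stably transfected Huh7 cells after a 24 h compound incubation, using a luciferase reagent and a luminescence read.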
p53 reactivation = mutant p53 re-activation in reporter cells. H1299 p53-A138V BP100-luciferase reporter, luminescence, 24 h. Potency, µM (titrated, usually from 92.2 µM), without a hit: at the top dose activity change, positive = activation, most hits filed as activators. 0.063% of 320,000 active; further: % of control where 0% means no effect; nearly all actives have a fitted effect of over 45% in size
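p53-null H1299 cells stably carrying temperature-sensitive p53-A138V and a BP100-luciferase reporter were pinned with compounds (4-point, 1:5 series) and held 24 hrs at 37 deg C. Luminescence was read 10 min after detection reagent.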
MBNL1-CUG inh = MBNL1-poly(CUG) RNA binding inhibition | 0.036% of 280,000 active | AID 2675 | TR-FRET MBNL1-His/biotin-(CUG)12 binding, 665/545 ratio | Potency, µM (doses to about 57.5 µM), for inactives: at the top dose activity change, negative = inhibition, usual class: inhibitors; active means well fitted inhibition curve with a large enough effect in the signal ratio, with a control signal flat, not every such curve was filed as active; inconclusive means small, poorly fitted or top-dose-only effect, or effect the other way, or a change in a side signal; inactive means no such curve, though single readings can be large or run the other way; the % refers to the signal ratio; further: on the % scale 0 is the no-effect control and ±100 the full control effect
Target sequence (Q9NR56 whole entry, looked up): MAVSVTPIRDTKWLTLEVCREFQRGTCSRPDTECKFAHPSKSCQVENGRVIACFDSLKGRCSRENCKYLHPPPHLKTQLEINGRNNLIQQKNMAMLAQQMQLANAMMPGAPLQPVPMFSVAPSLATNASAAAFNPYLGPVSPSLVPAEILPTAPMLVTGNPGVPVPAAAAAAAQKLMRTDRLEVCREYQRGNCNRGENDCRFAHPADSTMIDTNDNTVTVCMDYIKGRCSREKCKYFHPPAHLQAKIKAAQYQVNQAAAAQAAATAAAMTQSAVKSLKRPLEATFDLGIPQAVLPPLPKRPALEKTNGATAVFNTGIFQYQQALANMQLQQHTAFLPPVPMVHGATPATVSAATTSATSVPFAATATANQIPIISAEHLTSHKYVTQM
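TR-FRET readout: Ex 340 nm, 665/545 nm emission ratio, normalized to buffer-only (basal) and MBNL1-(CUG)12 controls. Complex of MBNL1-His with Biotin-(CUG)12, compounds 92 nM–58 uM, incubated 60 min at room temperature.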
uPA generation = cell surface uPA generation inhibition; cell surface uPA generation assay, qHTS; Potency, µM (series often up to 38.3 µM), without a hit: at the top dose activity change, negative = inhibition, most hits filed as inhibitors; 0.31% of 330,000 active; AID 540303; active means well fitted inhibition curve with a large enough effect; inconclusive means small, poorly fitted or top-dose-only effect; inactive means no such curve, though single readings can be large or run the other way; tested in mouse RAW 264.7 cells; further: on the % scale 0 is the no-effect control and ±100 the full control effect; nearly all actives have a fitted effect of over 55% in size
* hit, by the source's call; ? = inconclusive; · = no result given; [ ] = remark or other dose. Unless noted, the call rests on the fitted dose curve; in most records, active means well fitted curve in the direction sought with a large enough effect; inconclusive means small, poorly fitted or top-dose-only effect, or another doubt; inactive means no such curve, though single readings can be large; an effect the other way counts as inactive or inconclusive. Potency means the concentration at half of the fitted maximal effect. Compounds as they come; any-hit rate near 13%.

Fields – FLuc modulator, Gal4-VP16 FLuc, RORgamma inh, BRCA1 expr act, Rab9 promoter act, ELG1 genotoxic, NPC1 prom act, p53 reactivation, MBNL1-CUG inh, uPA generation
- CCOc1cc(C(c2c(C)[nH][nH]c2=O)c2c(C)[nH][nH]c2=O)ccc1OS(=O)(=O)c1ccccc1
  0%, -1%, -6%, 1%, 2%, -6%, 0%, 8%, -1%, ·
- CNC(=S)Nc1ccc(OC(F)(F)F)cc1
  6%, 10µM*, 7.1µM*, -6%, 4%, 4%, 0%, -4%, -4%, 8%
- Cn1c(SCC(=O)Nc2ccc3nc(SCC(=O)N4CCCC4)sc3c2)nnc1-c1ccc(N)cc1
  -13%, 5%, 31%, 0%, -2%, -1%, -1%, -3%, -5%, 3%
- O=C(c1ccco1)N1CCN(C(=O)C2(S(=O)(=O)c3ccc(Cl)cc3)CC2)CC1
  2%, 0%, 19%, -1%, 0%, 2%, -3%, -3%, -6%, ·
- O=C(N/N=C/c1ccc(O)c([N+](=O)[O-])c1)C1CC1(c1ccccc1)c1ccccc1 (stereo not drawn)
  -17%, 5%, -9%, -3%, -7%, ?, -2%, 0%, ?, 8%
- COc1cnc(-c2ccccc2)nc1Oc1cccc(C)c1C
  3%, -1%, 39%, -30%, 0%, -4%, 0%, 8%, 6%, 6%
- CCOC(=O)c1ccc(-n2c(C)nc3ccccc3c2=O)cc1
  2%, -5%, -14%, 0%, -4%, 0%, 8%, -5%, -2%, 0%
- NC(=O)c1ccc(Br)c(S(=O)(=O)N2CCCCC2)c1
  0%, 0%, -11%, -27%, 2%, 8%, 0%, -8%, 1%, ·
- COc1ccc(C(=O)Nc2nc(C)cs2)cc1S(=O)(=O)N1CCCC1
  -9%, -16%, 5%, -11%, -5%, -3%, 0%, -4%, -3%, -1%
- O=C(CN1C(=O)c2cccc3cccc(c23)C1=O)N1CCN(c2ccccn2)CC1
  2%, -2%, -4%, 10%, 1%, ?, -3%, -6%, ·, 6%
- Cc1ccc(-c2nnn(CC(=O)N3C(C)CCCC3C)n2)cc1 (stereo not drawn)
  0%, -7%, 40%, 22%, 3%, 10%, -5%, ?, -2%, 3%
- CC(Sc1nc2ccccc2c(=O)n1C)C(=O)N(C)C1CCCCC1 (stereo not drawn)
  2%, ·, ·, -59%, -18%, -2%, -16%, -10%, ·, ?
- CN1CCN(Cc2nc3c(c(=O)n(C)c(=O)n3C)n2CCCc2ccccc2)CC1
  2%, 4%, -20%, 4%, 1%, 1%, -4%, 0%, 4%, -1%
- N#Cc1ccc(S(=O)(=O)N2CCN(CC(=O)Nc3ccccc3C(=O)NC3CC3)CC2)cc1
  4%, ·, ·, -24%, -1%, 1%, -3%, 9%, ·, 13%
- COc1ccc(C(=O)n2c(C)c(CCO)c(=O)n2C)cc1
  -15%, 4%, -1%, 27%, 17%, 5%, 5%, 11%, -1%, -1%
- NS(=O)(=O)c1ccc(NC(=O)c2ccc(-c3ccccc3)cc2)cc1
  -1%, -10%, -1%, 0%, -4%, 10%, -3%, 4%, 3%, 2%
- Cc1ccc(OCC(=O)c2c(O)c3ccccc3oc2=O)cc1C
  ?, 2%, 2%, 11%, -1%, 2%, -3%, 5%, 11%, -2%
- CC(NC(=O)C1CCC1)c1ccc(Cl)cc1 (stereo not drawn)
  2%, 1%, 24%, -7%, -4%, -1%, -1%, 12%, -6%, 3%
- CC1CC1C(=O)OCC(=O)Nc1cccc(Br)c1 (stereo not drawn)
  ?, ·, ·, -11%, 0%, 2%, 0%, 9%, ·, 1%
- CC1=C(CC(=O)O)c2cc(F)ccc2/C1=C/c1ccc(S(C)=O)cc1 (stereo not drawn)
  -2%, 4%, 21%, 4%, -1%, -1%, 0%, -1%, ?, 5%
- N#CC1(NC(=O)COC(=O)c2ccccc2[N+](=O)[O-])CCCCC1
  ?, ·, ·, -8%, -6%, 6%, -1%, 24%, ·, -3%
- CC(=O)Nc1c(C(=O)O)oc2ccc(Cl)cc12
  0%, -3%, -4%, -38%, 5%, 0%, 2%, 11%, 1%, 0%
- O=C(N/N=C/c1ccc(OC2CSC2)cc1)c1ccc(CN2CCOCC2)cc1
  ?, -7%, -8%, -14%, -5%, -9%, -6%, -5%, -2%, 2%
- CCOC(=O)C1=C(N)Oc2c(c(=O)[nH]c3ccccc23)C1c1ccccc1 (stereo not drawn)
  4%, 5%, -4%, -39%, 1%, 3%, 1%, -4%, -3%, ·
- COC(=O)c1ccccc1N/C=C1\CCc2c(c(C)nn2-c2ccccn2)C1=O
  ?, 2%, 19%, -15%, 4%, -2%, -1%, -5%, -9%, 13%
- C=CC[N@@+]12CC[C@]34c5ccccc5N5/C=C6\C7N(/C=C(\C53)[C@@H](C[C@@H]41)/C(=C/CO)C2)c1ccccc1[C@@]71CC[N@@+]2(CC=C)C/C(=C\CO)[C@@H]6C[C@@H]12 (stereo partly drawn)
  4%, ·, ·, 15%, -4%, -6%, 2%, 1%, ·, 2%
- O=C(COc1ccc(/C=N/NS(=O)(=O)c2ccccc2)cc1)NCc1ccccc1
  ?, -9%, 39%, -15%, -6%, -7%, -2%, -4%, 9%, 6%
- O=C(CCCSc1nc2ccccc2[nH]1)Nc1ccccc1
  -7%, -19%, 24%, -13%, 2%, -9%, 0%, -12%, 25%, 8%
- Cn1c(N)c(C(=O)COC(=O)/C=C/c2ccc(Cl)c(Cl)c2)c(=O)n(C)c1=O
  ·, ·, ·, -7%, ·, -2%, ·, 5%, ·, -1%
- CCCCNC(=O)CSc1nc(N)c(C(=O)Nc2ccc(OC)cc2)s1
  17µM*, -9%, ?, 45%, 28%, 10%, 26%, ?, ?, 0%
- COc1cccc(-c2cn3nc4c(nc3n2)CCCC4)c1
  0.76µM*, ?, -21%, -62%[inhibitor], 0.71µM*, ?, 0.63µM*, 6%, ?, -14%
- NC(=O)c1ccsc1NC(=O)c1ccc([N+](=O)[O-])o1
  ·, ·, ·, 5%, ·, 14%, ·, -16%, ·, 7.1µM*
- Cc1nc2ccccc2c2oc(C(=O)N3CCCC(C)C3)cc12 (stereo not drawn)
  -8%, -2%, -16%, 12%, 0%, 0%, 0%, 7%, -3%, 0%
- COc1cccc(-c2csc(N3CCN(Cc4ccccc4)CC3)n2)c1
  ?, ?, 13µM*, 14%, 19%, -2%, 7%, ?, 9%, ·
- COc1ccc(CN2C(=O)/C(=C/c3ccncc3)SC2=S)cc1
  -17%, ?, ?, -87%, -13%, 1%, -13%, -20%, -5%, -9%
- COc1cc2ccccc2cc1C(=O)Nc1cccnc1
  11µM*, -11%, 46%, ?, ?, 8.2µM*, ?, ?, 11%, -11%
- CN(C(=O)COC(=O)c1cccc(Cl)c1)C1CCS(=O)(=O)C1 (stereo not drawn)
  -1%, ·, ·, 6%, -8%, 0%, 0%, 4%, ·, 0%
- Cc1ccc(C(=O)NCC(=O)N2CCN(c3ccccc3)CC2)cc1
  3%, 2%, -4%, 1%, 5%, -7%, 3%, 26%, 0%, 17%
- N#C/C(=C\c1ccc(O)c(O)c1)S(=O)(=O)c1ccccc1
  5%, ·, 6%[0.365 µM], 22%, -2%, 9%, -3%, 4%, 2%, -6%
- CCc1ccccc1NC(=O)c1ccc(-n2c(C)ccc2C)cc1
  -17%, 17%, 23%, -13%, -2%, 15%, 10%, 9%, 22%, -5%
- Cc1ccc(CN2CC(C(=O)N3CCN(S(=O)(=O)c4ccc(C(C)C)cc4)CC3)CC2=O)cc1 (stereo not drawn)
  4%, ·, ·, -23%, -4%, -5%, -1%, -10%, ·, -7%
- O=C(COC(=O)CSc1ccc2ccccc2c1)NC1CC1
  -3%, -16%, -32%, 2%, -3%, 0%, -3%, 8%, -3%, 2%
- Cc1ccc(S(=O)(=O)CCSc2nc(C)cc(C)c2C#N)cc1
  2%, 5%, 4%, -12%, 1%, -6%, -3%, -7%, 6%, -8%
- CCCCOc1ccc(-c2ncc(Cl)cn2)cc1
  2.7µM*, ·, -18%[0.365 µM], ?, 1.8µM*, 13µM*, 2.5µM*, ?, 3%, 5%
- CCC(=O)Nc1ccc(N2CCCCC2)c(C(=O)Nc2ccc(OC)cc2)c1
  1%, -23%, ?, -29%, 1%, -4%, 1%, 0%, -3%, -10%
- COc1ccc(/C=C/C(=O)Nc2ccccc2C(=O)NCC(c2ccc(OC)cc2)N(C)C)cc1 (stereo not drawn)
  11µM*, -6%, -26%, 59%, 21%, 6%, 17%, ?, 1%, -14%
- COC(=O)CSc1nc(C)c(Oc2ccccc2)c(=O)[nH]1
  -1%, 1%, 1%[10 µM], 10%, -8%, -2%, -4%, 2%, 3%, 0%
- CCOc1ccc(NC(=S)NC23CN4CN(CN(C4)C2)C3)cc1
  6%, -7%, -28%, -1%, 1%, 9%, -1%, 6%, -1%, -5%

As entered above:
Value for CCc1ccccc1NC(=O)c1ccc(-n2c(C)ccc2C)cc1 under Rab9 promoter act: -2%
Value for CC(=O)Nc1c(C(=O)O)oc2ccc(Cl)cc12 under BRCA1 expr act: -38%
